GLP1R cytotox – qHTS of GLP-1 Receptor Inverse Agonists: Cytotox Screen; HEK293 cAMP-luciferase reporter cells, luminescence, 24 h; Potency, µM (top dose mostly 38.3 µM), without a hit: at the highest dose activity change, negative = inhibition, most hits filed as inhibitors; 410,000 compounds, 0.13% hits; AID 624418, 2012;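 also: loss of luciferase light is scored as toxicity; potency is read from the fitted curve at half-maximal effect; % is scaled to controls: 0 for no effect and ±100 for the full control effect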
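Luminescence readout: signal drop marks cytotoxicity. Plated cells grew 12 h at 37 °C, 5% CO2, received 23 nL compound for 24 h, then got luciferase reagent, read after 12 min at RT.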
TDP43 rescue – qHTS of TDP-43 Inhibitors. TDP-43 expressing yeast growth rescue, BacTiter-Glo, 24 h. Potency, µM (series often up to 46.1 µM), inactives show at the top dose growth rescue (activation), most hits filed as activators. 410,000 compounds, 1.8% hits. AID 652104, 2013; also: potency is read from the fitted curve at half-maximal effect; % of control where 0% means no effect; nearly all actives have a fitted effect of over 50% in size
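Galactose-induced TDP-43 yeast, OD600=0.02, compound pinned; 24 hr, 30 deg C; BacTiter-Glo luminescence for growth. Inhibitors of TDP-43 toxicity read as activators.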
PTHR1 ag – qHTS for PTHR1 Agonists: Primary Screen. Parathyroid hormone/parathyroid hormone-related peptide receptor (Homo sapiens), Q03431. HEK293 GP2 PTHR1 cells, GloSensor cAMP luminescence, 1 h. AID 743266, 2014. 410,000 compounds, 0.075% hits. Potency, µM (series often up to 115 µM), without a hit: top-dose activation, actives largely listed as activators; also: potency is read from the fitted curve at half-maximal effect; nearly all actives have a fitted effect of over 55% in size; some results filed as inactive show a strong effect at the top dose; inactives centre near -15; many of its hits are not listed in these tables
Target sequence (Q03431 whole entry, looked up): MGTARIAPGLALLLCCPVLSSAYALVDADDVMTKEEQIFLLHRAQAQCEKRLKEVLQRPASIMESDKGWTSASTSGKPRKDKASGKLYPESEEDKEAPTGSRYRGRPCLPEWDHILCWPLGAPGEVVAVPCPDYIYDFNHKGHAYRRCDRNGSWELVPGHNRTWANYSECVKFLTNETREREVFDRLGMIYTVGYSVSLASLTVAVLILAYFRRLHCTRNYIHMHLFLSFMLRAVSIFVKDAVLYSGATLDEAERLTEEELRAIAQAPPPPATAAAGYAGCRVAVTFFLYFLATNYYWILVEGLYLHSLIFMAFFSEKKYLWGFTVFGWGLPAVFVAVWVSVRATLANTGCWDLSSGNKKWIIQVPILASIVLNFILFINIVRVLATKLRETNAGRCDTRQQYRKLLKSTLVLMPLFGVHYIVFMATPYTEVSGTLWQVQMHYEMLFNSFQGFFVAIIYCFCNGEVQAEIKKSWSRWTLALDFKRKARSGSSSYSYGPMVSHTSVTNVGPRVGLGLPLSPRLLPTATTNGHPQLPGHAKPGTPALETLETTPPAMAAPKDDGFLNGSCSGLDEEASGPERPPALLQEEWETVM
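HEK-293-derived GP2 cells expressing PTHR1 and a GloSensor cAMP reporter, 3,000/well, plated overnight, given luciferin plus IBMX (each 0.5 mM as added) for 1 h at 37 °C, then compound for 1 h at 37 °C. Luminescence was read after 15 min at room temperature.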
KB-V1 cytotox – qHTS assay for MDR1-selective chemotherapeutics: Primary screen using the drug-selected MDR subline cells KB-V1. Potency, µM (series often up to 46.1 µM), inactives show at the highest dose activity change, negative = cytotoxicity, hits mostly cytotoxic. 400,000 compounds, 3.4% hits. KB-V1 MDR cells viability, CellTiter-Glo, 72 h. AID 1347076, 2019; also: potency is read from the fitted curve at half-maximal effect; % is scaled to controls: 0 for no effect and ±100 for the full control effect; nearly all actives have a fitted effect of over 60% in size
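Cytotoxicity via CellTiter-Glo luminescence after 72 h compound exposure at 37 degrees C. Cells: drug-selected KB-V1 line, DMEM phenol-red free plus 10% FBS. Compounds tested at multiple concentrations; normalized data fitted to concentration-effect curves.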
GLP1R inv ag – qHTS of GLP-1 Receptor Inverse Agonists (Inhibition Mode). Glucagon-like peptide 1 receptor (Homo sapiens), P43220. HEK293 GLP-1R CRE-luciferase, luminescence, 24 h; GLP-1R form is constitutively active. Potency, µM (series often up to 38.3 µM), inactives show at the top dose activity change, negative = inhibition, actives largely listed as inhibitors. 410,000 compounds, 1.6% hits; also: potency is read from the fitted curve at half-maximal effect; % is scaled to controls: 0 for no effect and ±100 for the full control effect; nearly all actives have a fitted effect of over 55% in size
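Readout was luciferase luminescence, measured 12 min after detection reagent at room temperature. Beforehand, GLP-1R reporter HEK293 cells had sat 12 h, then received compounds for 24 hr at 37 deg C.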
DRD3 antagonist – qHTS of D3 Dopamine Receptor Antagonist: qHTS | 360,000 compounds, 2.5% hits | D(3) dopamine receptor (Homo sapiens), P35462 | max response, negative = inhibition, % | D3R cells, DiscoveRx beta-arrestin luminescence, antagonist mode; active compounds read low | AID 652054, 2013; in the data active = max response below about -50%; inconclusive = no clear call, values can overlap the other calls; also: % is scaled to controls: 0 for no effect and ±100 for the full control effect; mostly tested at two doses, the higher about 12 µM
Target sequence (P35462 whole entry, looked up): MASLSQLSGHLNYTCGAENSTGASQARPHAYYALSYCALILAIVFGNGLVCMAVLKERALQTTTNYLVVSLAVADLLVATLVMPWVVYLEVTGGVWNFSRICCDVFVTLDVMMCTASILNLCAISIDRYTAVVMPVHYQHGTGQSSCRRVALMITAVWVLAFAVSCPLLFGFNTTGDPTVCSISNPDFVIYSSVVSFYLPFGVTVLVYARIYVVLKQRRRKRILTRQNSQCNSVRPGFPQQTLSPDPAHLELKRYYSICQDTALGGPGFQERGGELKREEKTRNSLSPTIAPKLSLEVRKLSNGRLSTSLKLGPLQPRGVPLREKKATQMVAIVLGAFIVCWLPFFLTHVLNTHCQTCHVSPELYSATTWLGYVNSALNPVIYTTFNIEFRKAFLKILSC
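Cells expressing the human receptor were seeded at 1500 cells/well, incubated overnight at 37 degrees C in 5% CO2, then exposed to library compounds with dopamine controls for 90 minutes at 37 degrees C before luminescent detection.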
aSyn rescue – qHTS of alpha-syn Inhibitors; Yeast expressing alpha-synuclein, growth rescue, BacTiter-Glo, 24 h; Potency, µM (highest dose often 46.1 µM), for the others: top-dose growth rescue (activation), hits mostly activators; 370,000 compounds, 0.14% hits; AID 652106, 2013; also: potency is read from the fitted curve at half-maximal effect; % of control where 0% means no effect; nearly all actives have a fitted effect of over 65% in size
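Readout is rescue of growth in alpha-synuclein-expressing yeast, so inhibitors of toxicity appear as activators. Growth after 24 hr at 30 deg C in galactose medium is quantified by luminescence.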
GLP-1R agonist – qHTS of GLP-1 Receptor Agonists. 380,000 compounds, 0.007% hits. Glucagon-like peptide 1 receptor (Homo sapiens), P43220. HEK293 GLP-1R CRE-luciferase, luminescence, 4-6 h; cells express a hypersensitive GLP-1R form. Potency, µM (series often up to 45.6 µM), without a hit: top-dose activation, hits mostly activators; also: potency is read from the fitted curve at half-maximal effect; % of control where 0% means no effect
DRD3 agonist – qHTS of D3 Dopamine Receptor Agonist: qHTS; D(3) dopamine receptor (Homo sapiens), P35462; D3R DiscoveRx beta-arrestin cells, luminescence, 90 min; max activation, %; 410,000 compounds, 0.58% hits; AID 652048, 2013; in the data active = max activation above about 30%; also: 0% is about no effect; mostly tested at two doses, the higher about 12 µM
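Agonist mode: compounds and dopamine controls were applied to plated cells for 90 min at 37 degrees C after an overnight attachment at 1500 cells/well. Luminescent read-out followed 30 - 60 minutes at room temperature with DiscoveRx detection reagent.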
An asterisk follows results filed as active; i = inactive; ? = inconclusive; . = not tested or not shown; & = joins results of further samples; [ ] = remark or other dose. Unless noted, calls follow the shape of the dose curve; as a rule, active = well fitted curve in the direction sought with a large enough effect; inconclusive = small, poorly fitted or top-dose-only effect, or another doubt; inactive = no such curve, though single readings can be large; an effect the other way counts as inactive or inconclusive. Only part of the results is shown; the hit share may differ from the screen's.

SMILES | GLP1R cytotox | TDP43 rescue | PTHR1 ag | KB-V1 cytotox | GLP1R inv ag | DRD3 antagonist | aSyn rescue | GLP-1R agonist | DRD3 agonist
O=C(c1cc(S(=O)(=O)N2CCOCC2)ccc1F)N(Cc1nnc(-c2ccccc2Cl)o1)C1CC1 | 9% | 2% | -36%[inhibitor] | ? | 3% | 20 | 1% | 26% | 11
COc1ccc2c(c1)c(C(C)=O)c(C)n2-c1ccc(C(C)=O)cc1 | 3% | -11% | -1% | 5% | ? | -18 | -8% | 0% | -7
CCCCNc1c(NC(C)=O)c(=O)oc2ccccc12 | 6% | -11% | i | 0% | 10% | 4 | 0% | 3% | 0
O=C1CN(C(=O)CNCc2ccccc2Cl)c2ccccc2N1 | -7% | 2% | i | 13% | 13% | 2 | -5% | 6% | -3
O=C(CC(Nc1ccccc1)c1ccc(F)cc1)c1ccccc1 (stereo unspecified) | -9% | 28% | -17% | 2% | ? | 4 | 25% | -17% | 1
CC(C)CC(CC(C)C)=NNC(=O)c1ccc(CSc2nncn2C)cc1 | 3% | 1% | i | 3% | 14% | 11 | -9% | 1% | 5
[N-]=[N+]=NC[C@H](c1ccccc1)N1CCN(Cc2ccccc2)CCC1=O | -3% | 14% | i | 14% | 6% | 25 | 0% | -5% | 1
CCn1c(=O)n(CC(=O)NCc2ccccc2OC)c(=O)c2ccccc21 | 5% | 6% | i | -1% | 0% | -8 | 3% | -2% | 6
CC(=O)N1CCN(C(=O)c2ccc(NS(=O)(=O)c3ccc(Cl)c(Cl)c3)cc2)CC1 | 14% | -13% | i | 8% | 13% | 5 | 2% | -1% | 2
CNC(=O)CSc1nnc(C2CC2)n1-c1ccccc1 | 0%[7.66 µM] | -11% | i | -4% | 10%[7.66 µM] | 6 | -5% | 1% | 4
COc1cc2c(cc1O)CC[C@@H]1[C@@H]2CC[C@]2(C)[C@@H](O)CC[C@@H]12 | -28% | ? | -19% | 5.8µM* | 11µM* | 4 | 26%&-1%&5% | -1% | 0
O=C(NCCC(=O)N1CCC2(CC1)NCCc1[nH]cnc12)c1cccc(Br)c1 | 2% | -7% | i | 18% | 2% | 7 | -6% | -5% | 10
COc1ccc(N(C(C)C(=O)NN=C2CCCCCCC2)S(C)(=O)=O)cc1 (stereo unspecified) | 3% | 18% | 3% | -4% | 15% | -9 | 0% | 0% | -1
COc1ccc(C)c2sc(N(Cc3cccnc3)C(=O)COc3ccccc3)nc12 | 6% | 13% | -1% | 0% | -22% | . | . | . | 5
CN(C)S(=O)(=O)Nc1ccccc1C(N)=O | -7% | -5% | ? | 23% | ? | -4 | 4% | 4% | 4
CN[C@H]1C[C@H]2c3[nH]c4ccc(-c5ccc(OC)cc5)cc4c3CCN2C(=O)[C@H]1[C@H](C)O | ? | ? | -16% | ? | 5.6µM* | -14 | -4% | -5% | -6
Cc1cc(C)n2nc(SCC(=O)N/N=C/c3ccc(F)cc3)nc2n1 | 5% | -13% | 11%[57.5 µM] | 17% | 0% | 1 | -8% | 13% | 11
CCn1c(SC(C)C(=O)OC)nnc1-c1c[nH]c2ccccc12 (stereo unspecified) | -12% | 20% | -30%[inhibitor] | 0% | -1% | 13 | 3% | 2% | 3
COc1ccccc1-c1noc(CCC(=O)Nc2cccc(C(F)(F)F)c2)n1 | -28% | ? | -34%[inhibitor] | 21µM* | ? | 56 | 2% | 10% | 2
CC(=O)NCc1ccc(S(=O)(=O)NC(C(=O)O)C(C)C)cc1 (stereo unspecified) | 8%[7.66 µM] | -10% | i | 1% | 7%[7.66 µM] | 4 | 2% | -2% | 5
Cc1cc([N+](=O)[O-])ccc1P(=O)(O)c1ccc([N+](=O)[O-])cc1C | -14% | 0% | -4% | 4% | 8% | 5 | 1% | -13% | 3
O=C(Cn1cc(S(=O)(=O)Cc2ccc(F)cc2)c2ccccc21)NCCc1ccccc1 | 6% | 17% | -9% | -30% | -29% | . | . | . | -17
O=C(CSc1n[nH]c(=O)n1C1CC1)NCc1ccccc1 | 15% | -19% | i | 10% | -19% | 6 | -1% | 7% | -13
CSc1ccccc1NC(=O)c1cnc2sc(C)cn2c1=O | 8% | 11% | -15% | ? | 15% | -5 | 4% | -11% | 3
Fc1cc(F)cc(-c2c(-c3ccccc3)ncc3ccc(F)cc23)c1 | -16% | 35µM* | -21% | -18% | ? | -19 | -16% | 16% | -16
CCN(CC)c1ccc(CNS(=O)(=O)c2cc3c(cc2C)NC(=O)CO3)cc1 | 3% | 7% | i | 2% | 12% | . | . | . | 0
CC(C)(C)c1ccccc1OCCCCN1CCCC1 | -15% | 1% | 0%[57.5 µM] | -3% | ? | -68* | -7% | 2% | -17
CC(=O)c1cccc(NC(=O)NC2CC(=O)N(c3ccc4c(c3)OCCO4)C2)c1 (stereo unspecified) | 5% | 7% | -12% | -1% | -18% | -2 | -2% | -15% | 5
CCOC(=O)c1c(N2CCCCC2)c2ccccc2[nH]c1=O | -6% | 19% | -5%[57.5 µM] | -1% | 0% | -13 | 9% | -2% | 2
CN(C(=O)c1ccc2c(c1)OCO2)C1(C)CCS(=O)(=O)C1 (stereo unspecified) | 6% | 0% | i | 15% | 13% | 5 | 13% | 4% | 7
COc1ccc(C(C)=O)c(Oc2ccc(S(=O)(=O)N3CCOCC3)cn2)c1 | 3% | 14% | 11% | 8% | 8% | -6 | -8% | -6% | 2
Cc1noc(C)c1C(=O)N1CCCC(C(=O)c2cccc(C(F)(F)F)c2)C1 (stereo unspecified) | -2% | -20% | -3% | -8% | ? | 1 | -7% | 10% | 7
O=C(Nc1ccon1)c1cccc(Cl)c1 | 10% | -3% | i | 13% | 7% | -13 | ? | 4% | -11
COc1ccccc1CCNC(=O)CN1C(=O)NC2(CCCC2)C1=O | 0% | -9% | -6% | -6% | -3% | 19 | -2% | 3% | 8
CC(=O)c1cccc(NC(=O)CC2CCCC2)c1 | -6% | 8% | i | 1% | -14% | 6 | 0% | 9% | -4
COc1ccc(S(=O)(=O)N(C)CC(=O)N2CCCC2)cc1OC | 2% | -18% | i | -1% | 2% | 110 | -8% | -4% | 1
CCc1ccc(NC(=O)COC(=O)c2nc3nc(C)cc(C)n3n2)cc1 | -7% | 22% | -20% | -10% | 8% | 2 | -6% | -4% | 5
Cc1c(/C=N/NC(=O)c2cc(=O)[nH]c(=O)[nH]2)c2ccccn2c1C(=O)c1ccccc1 | 3% | -21% | -17% | -8% | -15% | 17 | -1% | 4% | 12
CC(=O)c1cccc(NC(=O)CCn2c(=O)oc3ccccc32)c1 | -14% | 1% | -12% | ? | 2% | 9 | 1% | 4% | 1
COc1cc(C(=O)Nc2nccs2)ccc1OCc1c(C)noc1C | 2% | -17% | -9%[57.5 µM] | -11% | 9% | 21 | -18% | 2% | 1
CCOC(=O)CC(NCc1ccc(OC)c(OCC)c1)c1ccc(C)cc1 (stereo unspecified) | 8% | 2% | i | ? | -19% | -51* | -1% | 6% | -14
O=C(/C=C/c1ccc(F)cc1)N1CCN(c2ccccn2)CC1 | 5% | 10% | -26% | 1% | 26% | 3 | -1% | 11% | 1
COC(=O)c1ccc(OC(=O)CCc2cc(OC)c(OC)c(OC)c2)cc1 | -12% | 8% | -15% | 14% | -4% | -3 | -2% | 4% | -2
COc1cc(C2C(C(=O)OCCC#N)=C(C)NC3=C2S(=O)(=O)c2ccccc23)cc(OC)c1OC (stereo unspecified) | -8% | -7% | i | 15% | 0% | 26 | . | -5% | 5
CC(=O)NCc1nnc2c3ccccc3c(-c3ccccc3)nn12 | -4% | -4%[9.22 µM] | -24% | 2% | 2% | 13 | 4% | 9% | 5
CC(C)NC(=O)C1(C)CCN1C(=O)c1ccccc1 (stereo unspecified) | -8% | 15% | i | 0% | 10% | 6 | -6% | -2% | 3
CCOc1ccc(Oc2ccc(S(=O)(=O)N3CCOCC3)cc2N)cc1 | -12% | 13% | -35%[inhibitor] | 3% | -28% | 4 | 3% | 8% | 10
O=C1C(c2ccc(F)cc2)N(Cc2ccc3c(c2)OCO3)C(=O)CN1C1CCCCCC1 (stereo unspecified) | 6% | -9% | 26%[57.5 µM] | 6% | 5% | -7 | 6% | 5% | -6
Cc1c(C#N)c2ncn(Cc3ccccn3)c(=O)c2n1-c1ccccc1 | 10% | 8% | -3% | -12% | 35%[activator] | -10 | -3% | 1% | -1
